High-throughput results as filed in PubChem BioAssay.
PAFAH1B2 inh: inhibitors of human PAFAH1B2 | AID 492953 | hit rate 1.2% among 340,000 | inhibition, % at 3.39 µM | recombinant PAFAH1B2, FP-rhodamine activity probe, fluorescence polarization;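 active = inhibition above the mean of all tested compounds plus 3 SD, cut at about 24% in these data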;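 note: 0% = enzyme with DMSO and 100% = wells lacking PAFAH1B2; many of its hits are not listed in these tables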
MEX-5 binding: C. elegans MEX-5 TCR-2 RNA binding activity; hit rate 0.38% among 300,000; MEX-5/FITC-TCR2 RNA binding, fluorescence polarization; hits give low values; Q9XUB2; activity score (negative = inhibition of binding), % at 10 µM;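 active = inhibition past about -25% in most replicates, and total fluorescence under double the plate's negative control median, limit read from the data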;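 note: 0% = DMSO and -100% = 5 µM competing unlabeled TCR2 RNA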
Target sequence (Q9XUB2 whole entry, looked up): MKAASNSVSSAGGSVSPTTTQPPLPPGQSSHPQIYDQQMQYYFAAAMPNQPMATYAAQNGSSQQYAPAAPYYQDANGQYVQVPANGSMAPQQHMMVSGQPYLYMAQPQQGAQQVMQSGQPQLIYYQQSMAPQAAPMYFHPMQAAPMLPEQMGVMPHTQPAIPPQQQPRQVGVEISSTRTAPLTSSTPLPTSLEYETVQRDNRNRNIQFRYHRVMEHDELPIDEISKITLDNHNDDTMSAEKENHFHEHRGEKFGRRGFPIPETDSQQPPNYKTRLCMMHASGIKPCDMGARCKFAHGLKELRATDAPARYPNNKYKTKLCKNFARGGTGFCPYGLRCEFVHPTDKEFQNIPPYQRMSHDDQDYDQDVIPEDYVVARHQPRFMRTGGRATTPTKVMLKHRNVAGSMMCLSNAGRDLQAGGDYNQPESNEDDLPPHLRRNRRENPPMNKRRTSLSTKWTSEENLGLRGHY
PME-1 inh: PME-1 (human) inhibition; inhibition, % at 5.9 µM; Q9Y570; recombinant PME-1, FP-Rh probe fluorescence polarization; hit rate 0.53% among 320,000;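 active = inhibition above the campaign mean of all compounds plus 3 SD, cut at about 26% in these data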;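 note: competitive labeling of PME-1 active site by serine hydrolase directed probe; 0% = PME-1 with DMSO and 100% = wells lacking PME-1 enzyme; inhibitors block probe labeling so polarization falls and inhibition rises; many of its hits are not listed in these tables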
Target sequence (Q9Y570 whole entry, looked up): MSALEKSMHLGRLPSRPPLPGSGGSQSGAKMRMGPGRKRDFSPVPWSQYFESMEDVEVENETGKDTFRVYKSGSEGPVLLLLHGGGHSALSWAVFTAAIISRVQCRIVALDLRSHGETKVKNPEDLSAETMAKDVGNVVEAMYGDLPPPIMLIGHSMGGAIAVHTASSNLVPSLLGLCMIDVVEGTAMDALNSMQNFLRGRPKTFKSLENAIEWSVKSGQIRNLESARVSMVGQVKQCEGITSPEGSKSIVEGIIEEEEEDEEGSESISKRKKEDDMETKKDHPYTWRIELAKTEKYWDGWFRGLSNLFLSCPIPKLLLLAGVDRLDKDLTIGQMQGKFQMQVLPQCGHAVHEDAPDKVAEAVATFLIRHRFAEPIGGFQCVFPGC
Fam108B inh: counter-screen for RBBP9 inhibitors: inhibitors of mouse Fam108B; recombinant Fam108B, FP-Rh probe fluorescence polarization; hit rate 0.33% among 300,000; inhibition, % at 9.51 µM;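 active = inhibition above the screen mean inhibition plus 3 SD, computed separately per campaign, cut at about 18% in these data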;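 note: inhibitors lower polarization as less probe binds the enzyme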
GLD-1 TGE inh: GLD-1-TGE RNA interaction inhibition (C. elegans); Q17339; purified GLD-1 + fluorescein TGE RNA, fluorescence polarization; inhibition, % at 5.96 µM; hit rate 0.44% among 320,000; AID 2280;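 active = percent inhibition above a per-plate cutoff, the plate mean of test compounds plus 3 SD, cut at about 30% in these data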;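 note: 0% = DMSO wells with GLD-1 and probe and 100% = wells lacking GLD-1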
AHR activator: human AHR activation. P35869. AHR-responsive luciferase reporter cells, luminescence. activation, % at 5 µM. hit rate 2.5% among 320,000. AID 2796; in the data active = activation above about 47%;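 note: 0% = vehicle wells and 100% = reference agonist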
BCLXL inh: Bcl-xL (human) inhibition; Q07817; GST-Bcl-xL / FITC-Bim BH3 peptide fluorescence polarization; inhibition, % at 10.9 µM; hit rate 0.7% among 320,000;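 active = inhibition above the mean of all tested compounds plus 3 SD, cutoff set per campaign, cut at about 30% in these data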;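 note: 0% = DMSO wells and 100% = unlabeled Bim-BH3 peptide competitor; inhibitors lower millipolarization by displacing the labeled peptide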
Target sequence (Q07817 whole entry, looked up): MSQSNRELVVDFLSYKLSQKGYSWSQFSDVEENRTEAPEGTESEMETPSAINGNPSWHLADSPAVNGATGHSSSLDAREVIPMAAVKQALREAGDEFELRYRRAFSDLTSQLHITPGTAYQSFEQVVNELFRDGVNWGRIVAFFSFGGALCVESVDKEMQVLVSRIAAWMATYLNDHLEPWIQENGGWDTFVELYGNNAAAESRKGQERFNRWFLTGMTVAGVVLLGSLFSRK
MCL1-BIM inh: MCL1-BIM-BH3 interaction inhibition (human). Q07820. inhibition, % at 10.9 µM. hit rate 0.68% among 320,000. GST-MCL1 / FITC-Bim-BH3 fluorescence polarization;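 active = inhibition above the mean inhibition of all tested compounds plus 3 SD, set per campaign, cut at about 40% in these data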;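 note: 0% = DMSO wells and 100% = unlabeled Bim-BH3 peptide control; higher means more loss of mP so more displacement of Bim peptide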
pPAFAH FP inh: inhibitors of human plasma PAF acetylhydrolase (pPAFAH); Q13093; recombinant pPAFAH, FP-rhodamine probe fluorescence polarization; inhibition, % at 3.39 µM; hit rate 1.5% among 330,000; AID 463082;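 active = inhibition above the mean inhibition across the screen plus 3 SD, cut at about 25% in these data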;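 note: inhibitors block binding of the rhodamine activity-based probe so polarization drops; 0% = enzyme with DMSO and 100% = wells lacking pPAFAH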
Active calls of the source: *; nt = no result given. These rows are one share of the data; count on the stated rates, not on these rows.

SMILES	PAFAH1B2 inh	MEX-5 binding	PME-1 inh	Fam108B inh	GLD-1 TGE inh	AHR activator	BCLXL inh	MCL1-BIM inh	pPAFAH FP inh
Cc1cc(NC(=O)c2ccc3nc(C)sc3c2)no1	-1	-0.3	1	3	-4	-16	3	-1	5
COc1ccc(CN(CCN(C)C)Cc2ccccc2)c(OC)c1	5	-0.5	2	-2	1	-2	6	2	7
Cc1ccccc1C(=O)NCc1ccncc1	1	-1.4	4	3	-3	2	0	-1	0
Cc1sc2ncn(CC(=O)N3CCN(c4ccc(F)cc4)CC3)c(=O)c2c1S(=O)(=O)N1CCOCC1	6	-0.7	3	0	-2	-2	3	1	11
CCOC(=O)c1c(N2C(=O)CC(Sc3ccccc3C(=O)O)C2=O)sc2c1CCCC2 (stereo not given)	3	-1.8	3	0	1	21	9	18	12
CC(=O)Nc1ccc(S(=O)(=O)N2CCN(S(=O)(=O)N3CCOCC3)CC2)cc1	-1	4.0	-5	-1	4	4	-3	-2	-12
O=C(O)c1ccc(NC(=O)c2cccc(NC(=O)c3cccs3)c2)cc1	-6	-3.0	-1	-1	0	1	9	7	4
CN(Cc1ccccc1)C(=O)c1[nH]cnc1C(=O)NCc1ccccc1	1	nt	-4	nt	6	5	4	4	3
COC(=O)c1cccc(NC(=O)CSCc2ccccc2)c1	0	-0.1	-8	0	-7	8	6	-1	-3
Cc1cc(NC(=O)C2CCCCC2)ncc1NC(=O)c1ccccn1	-5	-0.1	-3	-2	-1	-3	9	17	1
CC1CCN(C(=O)COC(=O)c2ccc(F)c(S(=O)(=O)N3CCOCC3)c2)CC1	-2	1.8	4	-3	3	-1	-1	-7	2
CC1CC(NC(=O)/C(C#N)=C/c2ccc[nH]2)CC(C)(C)C1 (stereo not given)	0	2.6	4	1	4	-1	5	12	0
COCCNC(=O)c1onc(CSc2nc3ccccc3[nH]2)c1C(=O)NCCOC	3	-4.0	-1	-1	11	2	3	5	-3
CCc1cc2c(-c3ccccc3)cc(=O)oc2cc1OCC(C)=O	3	2.7	12	6	2	25	0	-11	15
CN(CC(=O)N1CCCCCC1)S(=O)(=O)c1ccc(Br)s1	nt	-0.6	-2	3	2	8	-3	-2	8
CCn1cc(CN2CCC(C(=O)Nc3cccc(-c4cccc(Cl)c4)c3)CC2)cn1	-9	4.1	-9	-7	4	4	5	-1	-6
COc1cccc(NC(=O)N2CCC(NC(=O)C(Cc3ccccc3F)NC(C)=O)CC2)c1 (stereo not given)	4	0.2	-8	0	0	2	0	2	3
COc1cccc(/C=N/Nc2ccc(S(=O)(=O)O)cc2)c1O	3	1.2	-2	3	8	-4	2	7	9
CSCC[C@H](NC(=O)Nc1ccc(C)cc1C)C(=O)O	5	1.7	3	-1	6	-3	8	0	-1
CSc1nc(-c2ccco2)cc(-c2ccccc2)c1C#N	1	1.1	-4	-11	-1	22	1	-6	6
C=C(C)C1CC=C(C)/C(=N/NC(=O)c2ccccc2[N+](=O)[O-])C1 (stereo not given)	8	-2.7	-5	5	13	2	9	5	0
CCC(C)NC(=O)C1CCCN1S(=O)(=O)c1ccc(Cl)cc1 (stereo not given)	-6	2.3	2	3	-1	0	5	2	-1
Cc1nc(C)c(C(=O)OCC(=O)NCCc2ccc(S(N)(=O)=O)cc2)s1	1	nt	-3	nt	0	-2	-1	0	1
CC(C)(O)CCc1c(-c2ccc(O)cc2O)oc2c3c(cc(O)c2c1=O)OC(C)(C)C=C3	1	-1.6	-14	-11	8	36	0	5	7
CCS(=O)c1ccccc1C(=O)O (stereo not given)	3	2.4	-1	1	-7	-1	-1	2	5

Four structures out of the list, sorted by heavy-atom count, falling:
SMILES	PAFAH1B2 inh	MEX-5 binding	PME-1 inh	Fam108B inh	GLD-1 TGE inh	AHR activator	BCLXL inh	MCL1-BIM inh	pPAFAH FP inh
O=C(O)c1ccc(NC(=O)c2cccc(NC(=O)c3cccs3)c2)cc1	-6	-3.0	-1	-1	0	1	9	7	4
Cc1cc(NC(=O)C2CCCCC2)ncc1NC(=O)c1ccccn1	-5	-0.1	-3	-2	-1	-3	9	17	1
CCc1cc2c(-c3ccccc3)cc(=O)oc2cc1OCC(C)=O	3	2.7	12	6	2	25	0	-11	15
CCC(C)NC(=O)C1CCCN1S(=O)(=O)c1ccc(Cl)cc1 (stereo not given)	-6	2.3	2	3	-1	0	5	2	-1

Carrying on:
SMILES	PAFAH1B2 inh	MEX-5 binding	PME-1 inh	Fam108B inh	GLD-1 TGE inh	AHR activator	BCLXL inh	MCL1-BIM inh	pPAFAH FP inh
Cc1cc(C)c(NC(=O)COC(=O)c2c(C)noc2C)c(Cl)c1	5	nt	-3	nt	3	3	-7	-15	-5
COc1ccc(C(CNC(=O)COc2ccccc2C)N2CCCC2)cc1 (stereo not given)	0	3.1	1	0	-2	2	3	5	2
CCCNC(=O)CC1Sc2ccccc2NC1=O (stereo not given)	3	0.6	-7	3	5	0	-3	1	6
OCc1cn(-c2ccccc2)nc1-c1ccc(Br)cc1	-6	0.1	0	-5	2	9	5	9	4
Cc1ccccc1C(=O)Nc1ccnn1C1CCN(Cc2cnn(C)c2)CC1	4	-0.6	3	4	0	1	6	4	-2
CCCCCCNc1nc(Cl)nc(NC(C)(C)CO)n1	2	-2.2	1	3	1	2	6	10	4
Cn1nc(C(=O)Nc2sc3c(c2C#N)CCCC3)ccc1=O	2	-1.6	1	7	1	-2	6	6	3
CCOC(=O)c1cccc(NC(=O)CSc2nnc(-c3cccnc3)n2C)c1	3	0.1	-6	1	-2	14	5	0	-10
Cc1onc(-c2c(F)cccc2Cl)c1C(=O)OCn1nnc2ccccc2c1=O	0	nt	0	-3	-4	-2	5	0	1
CN(C)/C=C/C(=O)c1cccc([N+](=O)[O-])c1	nt	-3.9	-2	-3	8	9	0	-3	10
CCCCn1c(=O)[nH]c(=O)c2c1nc(-c1ccc(-c3ccccc3)cc1)n2C	1	-2.1	-9	-5	2	1	-3	-7	6
COc1ccc(S(=O)(=O)NCc2ccco2)cc1NC(=O)c1ccccc1	5	-0.6	-3	8	5	2	2	7	18
CCCCn1c(SCC(=O)NC2CCCC2)nc2ccccc2c1=O	4	-2.1	-1	1	4	6	-5	1	6
COCCNC(=O)C(c1ccccc1)N(Cc1cccs1)C(=O)Cn1nnc2ccccc21 (stereo not given)	-1	-0.6	-6	-1	3	4	0	1	1
O=C(Nc1ccccc1N1CCCC1)c1cc(Cl)ccc1Cl	2	0.5	7	3	-3	40	1	4	3
CCC(=O)N1CCc2cc(S(=O)(=O)CCC(=O)N3CCN(c4ccc(Cl)cc4)CC3)ccc21	3	-1.0	-4	1	0	-2	2	6	8
Cc1cc(C(=O)CSc2nc3ccccc3o2)c(C)n1CC1CCCO1 (stereo not given)	1	0.3	4	-7	-5	11	-3	1	5
CC1CCC(NC(=O)COC(=O)c2n[nH]c(=O)c3ccccc23)CC1 (stereo not given)	3	0.8	3	-6	-5	8	-4	-3	-12
Cc1cc(C)n(-c2nc3ccccc3c(=O)n2OCC(=O)N(C)C)n1	-5	-4.5	-2	0	8	-1	4	-1	0
CCN(Cc1ccccc1)C(=O)C1CCN(C/C(C)=C/c2ccccc2)CC1	3	0.1	-4	-1	-2	-3	-2	5	-8
O=C(Nc1ccc(C(=O)N2CCCCC2)cc1)C1=CSCCO1	10	-2.4	1	-2	-2	1	4	4	7
CCOC(=O)c1ccc(Nc2cc3ccccc3c(=O)[nH]2)cc1	6	1.1	52*	12	3	21	10	14	5
Cc1nnc(NC(=O)C2CCCN(S(=O)(=O)c3ccccc3C(F)(F)F)C2)s1 (stereo not given)	5	2.7	6	-5	3	-2	6	-2	0
Cc1nn(CC(=O)Nc2ccc(Cl)cn2)c(C)c1Br	-2	-1.0	5	0	4	3	2	11	2
Cc1ccc(C)c(OCc2cc(C(=O)N3CCc4sccc4C3)no2)c1	3	0.8	-2	-1	1	-2	2	16	1
The listing continues.
SMILES	PAFAH1B2 inh	MEX-5 binding	PME-1 inh	Fam108B inh	GLD-1 TGE inh	AHR activator	BCLXL inh	MCL1-BIM inh	pPAFAH FP inh
CSc1ccc(/C=N/NC(=O)c2cccc(Cl)c2)cc1	3	-2.4	-38	2	7	14	0	0	3
O=C(N[C@@H](c1ccccc1)[C@H](O)c1ccccc1)[C@@H]1CCCN1C(=O)OCc1ccccc1	-5	-4.0	2	2	4	2	1	2	7
O=[N+]([O-])c1ccc(S(=O)(=O)NCCCc2ccccc2)cc1	nt	-2.0	-2	-1	10	-2	5	1	3
COC(CN(C)C(=O)c1cn(C)c2ccc(S(=O)(=O)N(C)C3CCCCC3)cc2c1=O)OC	1	-1.3	-3	7	2	4	-2	-1	1
CCC(C)Sc1nc2c(cnn2-c2ccc(F)cc2)c(=O)[nH]1 (stereo not given)	4	2.7	1	-7	-2	10	1	2	3
CC(C)C(=O)NC(=S)N1CCc2ccccc21	-1	-0.1	-3	0	1	26	-8	-9	-6
CCOc1ccc(-c2cc(C(=O)N/N=C(\C)c3cccnc3)c3ccccc3n2)cc1	-3	-1.3	-21	-13	6	28	2	14	-7
CCc1nnc(NC(=O)CSc2nnc(COc3ccc(C)cc3)n2-c2ccccc2)s1	3	-0.6	3	-1	-2	-1	2	-1	1
CC(C)(C)NC(=O)C(=O)NCc1ccncc1	-4	-2.4	-3	-3	5	-1	1	-5	-2
O=C(Nc1ccc(OCC(F)(F)C(F)F)c(C(F)(F)F)c1)c1ccccc1O	-3	-1.4	-27	-14	6	-12	1	-5	2
CN(C(=O)COC(=O)c1cc(S(=O)(=O)N2CCOCC2)ccc1Cl)C1CCS(=O)(=O)C1 (stereo not given)	3	-0.2	0	1	1	6	-1	-3	2
Cc1cc(Cl)ccc1NC(=S)NCc1ccc(S(N)(=O)=O)cc1	4	0.8	0	-1	5	5	-1	7	-4
c1ccc(Cn2c(NCc3ccncc3)nc3ccccc32)cc1	10	2.1	5	1	6	4	3	3	1
c1ccc(N/N=C(\Cc2ncc[nH]2)c2ccccc2)cc1	9	0.1	3	2	0	14	9	2	3
O=c1[nH]c(C2CCCN(S(=O)(=O)c3cccc(F)c3)C2)nc2c1nnn2Cc1ccccc1 (stereo not given)	20	-0.5	24	0	7	0	3	4	6
CCNc1nc(Oc2ccc(C(=O)OC)cc2)nc(SC)n1	5	3.0	1	1	2	4	2	-6	2
O=c1c2[nH]c3cccc(Cl)c3c2ncn1Cc1ccco1	1	-1.1	2	-3	-1	29	1	2	-4
COc1ccc(/C=C/C(=O)NCc2ccc3c(c2)OCO3)cc1OC	4	nt	0	1	-4	1	5	-1	5
Nc1nonc1C(=O)NCCNCc1cc(Br)ccc1OCc1ccc(F)cc1	5	0.1	10	2	9	7	4	7	0
O=C(OCC(=O)N1CCCCC1)c1cccs1	4	nt	nt	nt	3	-1	nt	nt	2
COc1ccccc1C(CC(N)=O)c1ccco1 (stereo not given)	2	2.8	-6	-4	-6	-1	1	2	0
CCCSc1nc(N)cc(=O)[nH]1	-5	-0.3	-2	-6	0	0	1	-1	-1
Cc1ccc(C(C(=O)NCc2ccco2)N(Cc2ccco2)C(=O)CNC(=O)c2ccco2)cc1 (stereo not given)	7	1.1	-4	2	5	0	7	4	0
CC(NC(=O)CN(c1ccc(Br)cc1)S(C)(=O)=O)c1ccccc1 (stereo not given)	4	1.0	2	-2	6	1	-6	-8	5
Cc1ccc(C)n1-c1ccc(N2CCOCC2)nc1	-1	-3.8	4	8	18	9	20	20	1
CCOC(=O)c1c(C)[nH]c(C)c1C(=O)COC(=O)c1cc2ccccc2cc1O	-2	-2.2	-17	-14	7	8	1	-1	-3
